Screens: PubChem, Sanford-Burnham Center for Chemical Genomics
Hsp70 inhibitors = Hsp70 inhibitors, probe displacement, primary screen, biochemical, fluorescence polarization (AID 583); one-dose displacement, % at 20 µM; IC50 in µM for titrated hits; Hsp70 fluorescence polarization probe displacement, mP; higher % means a stronger effect; 0.06% of 140,000 active; in the data active means displacement above about 50%;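 further: plate controls were vehicle for no effect and reference ligand for full effect; a part of the inactive calls stands beside numbers as strong as those of hits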
MKP-3 inhibition = inhibition of rat DUSP6 enzyme activity – biochemical, in vitro, primary screen (AID 425). recombinant MKP-3 phosphatase activity, fluorescence; higher % means a stronger effect. inhibition, % at 20 µM, or IC50 in µM where a hit was titrated. 0.17% of 110,000 active; in the data active means inhibition above about 50%;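 further: plate controls were vehicle for no effect and reference inhibitor for full effect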
An asterisk follows results filed as active; / = not tested or not shown; & = joins results of further samples.

SMILES	Hsp70 inhibitors	MKP-3 inhibition
Cc1cc(C)c(NC(=O)CS(=O)CC(=O)NC2CCCc3ccccc32)c(C)c1 (stereo not drawn)	8.8%	/
O=[N+]([O-])c1ccc(C=Nc2cc3c(cc2Br)OCCO3)cc1	-2.6%	3.2%
CCOC(=O)c1cnc(N2CCOCC2)[nH]c1=O	-6.2%	8.2%
O=C1CC(Nc2ccccc2)C(=O)N1Cc1ccccc1 (stereo not drawn)	7.3%&-5.7%	1.4%
CCc1c(O)nc(SCC(=O)Nc2ccc(C)cc2)n(C2CCCCC2)c1=O	-13.0%	6.5%
O=C(CSc1nc2ccccc2o1)NC(=O)NCc1ccccc1	-4.0%	/
CN(CCNC(=O)c1ccc(/C=N/O)nc1)Cc1ccccc1	2.9%	-1.1%
O=C1CCCc2oc3ccc(NS(=O)(=O)c4ccc(F)cc4)cc3c21	-4.1%	-3.2%
COc1ccccc1OCC(=O)NCc1cccnc1	0.4%	0.5%
Cc1ccccc1NC(=O)C1CCN(c2cnccn2)CC1	6.7%	-10.2%
CC(C)CC(=O)N1c2ccccc2NC2=C(C(=O)CC(C)(C)C2)C1c1ccc2c(c1)OCO2 (stereo not drawn)	-3.4%	3.1%
COc1ccc(/C=C2\C(=O)NC(=S)N(c3cccc4ccccc34)C2=O)cc1OC	-4.0%	6.1%
COC(=O)c1ccccc1NC(=O)C1CC(=O)N(C2CCCCC2)C1 (stereo not drawn)	-1.9%&0.4%	-9.7%&-0.1%
O=C1CC(c2ccncc2)c2cc3c(cc2N1)OCCO3 (stereo not drawn)	6.7%	4.5%
Cc1cc(NC(=O)CN2CC(C)OC(C)C2)n(-c2nc3ccccc3s2)n1 (stereo not drawn)	-0.9%	/
CCOC(=O)CC1(CC(=O)OCC)NC(=O)c2c(C)sc(C(=O)OCC)c2N1	3.5%	0.1%
CCOC(=O)c1c(NC(=O)c2ccccc2OCC)sc2c1CCCC2	5.0%	-0.8%
COC(=O)CN(n1cnnc1)S(=O)(=O)c1ccccc1	0.2%	0.6%
C=CCC(NCc1ccccc1)c1ccco1 (stereo not drawn)	6.1%	-1.1%
Cn1c(NC(=O)c2ccc(Cl)s2)cc(=O)n(C)c1=O	0.4%	/
O=c1[nH]c(=O)n(Cc2ccc(F)cc2)c(O)c1/C=C1/C=CC=N1	0.0%	2.2%
CC(NC(=O)c1ccc(-c2cc(C(F)(F)F)ccc2Cl)o1)c1ccccc1 (stereo not drawn)	-4.9%	/
C=CCN1C(=O)/C(=C/c2c(NC)nc3ccccn3c2=O)SC1=S	-21.9%	2.8%
Cc1c(=O)n(OCc2ccccc2)c2ccccc2[n+]1[O-]	2.9%	-12.6%
COC(=O)c1c(NC(=O)c2ccc(S(=O)(=O)N3CCOCC3)cc2)sc2c1CCN(C)C2	1.9%	14.1%
CC1=C(C)CC2C(=O)N(c3ccc(F)cc3)C(=O)C2C1 (stereo not drawn)	2.3%	-1.5%
CCCS(=O)(=O)N1CCCC(C(=O)NCc2ccc3c(c2)OCO3)C1 (stereo not drawn)	0.6%	-3.2%
CCCCN(C)CCCNC(=O)C1CC(=O)N(Cc2ccc(OC)cc2)C1 (stereo not drawn)	/	-1.2%
COc1ccc(C2=C(NCCc3ccc(S(N)(=O)=O)cc3)c3ccccc3C2=O)cc1	4.4%	-6.5%
O=C(C(=Cc1ccc(-c2ccc(Br)cc2)o1)C(=O)c1ccccc1)c1ccccc1	-45.9%	2.6%
COc1ccccc1NC(=O)c1cc2ccc(O)cc2o/c1=N\O	-0.5%	-7.6%
CC(=O)c1c(N2CCOCC2)nc(=S)n(-c2cc(C)ccc2C)c1C	6.3%	-8.9%
C=CCN(CC=C)C(=O)Nc1cc(Cl)ccc1OC	-3.9%	-8.3%
S=C(NCc1cccnc1)NC12CC3CC(CC(C3)C1)C2	-2.9%	0.4%
Cc1cccc(C)c1OCC(=O)Nc1oc(-c2ccccc2)c(-c2ccccc2)c1C#N	2.0%	/
CNS(=O)(=O)c1cc(S(=O)(=O)NC)c2cccc3c2c1NC3=O	2.0%	1.6%
CCOP(=O)(OCC)C(C#N)=C1SCN(c2ccc(Cl)cc2)CS1	6.0%	/
Cc1ccccc1NC(=O)C1C2CC/C=C\CC/C=C/CCC21 (stereo not drawn)	-1.3%	2.2%
CC(C)CCn1c(CN(C)Cc2ccccc2)nc2c1c(=O)n(C)c(=O)n2C	10.6%	9.3%
CN(C)c1nc(-c2ccccc2)c2cnn(Cc3ccccc3)c2n1	2.8%	-4.5%
O=C(COc1cccc2ccccc12)NCC1CCCO1 (stereo not drawn)	2.0%	-4.5%
c1ccc2c(Oc3ncnc4sc5c(c34)CCCC5)cccc2c1	2.4%	1.0%
Cc1cc(C(=O)OCC(=O)NC(C)(C)C)c2ccccc2n1	10.2%	/
Cc1ccccc1-c1nnc(SCc2ccccc2F)o1	0.5%	1.5%
Fc1ccc(C2=Nn3c(Cc4ccccc4F)nnc3SC2)cc1	0.3%	/
COc1cc(Cl)ccc1NC(=O)COc1ccccc1C(=O)N1CCN(c2ccc(O)cc2)CC1	-6.2%	-11.3%
CC(C)(C)c1cc(NC(=O)CCSc2nnc3ccccn23)cc(C(C)(C)C)c1	-0.3%	/
Cc1ccc2cc(CN(Cc3cccs3)C(=O)c3ccco3)c3nnnn3c2c1C	2.6%	-7.0%
CCOC(=O)C1(C(=O)O)NC(=O)CC1c1ccccc1 (stereo not drawn)	0.3%&-3.4%	3.1%
O=C(Nc1nccs1)c1ccc2ccccc2c1	13.4%	-1.2%
CCOc1ccc2nc(SCC(=O)Nc3ccccc3Oc3ccccc3)sc2c1	-3.0%	4.0%
Cc1ccc(-n2c(=O)[nH]c3c(C(N)=O)nc(-c4ccc(C)o4)nc32)cc1	-1.8%	4.5%
O=C(NC1CCCCC1)c1cnn2c(C(F)(F)F)cc(-c3ccco3)nc12	4.9%	3.9%
CCOc1ccc(OCC)c(NC(=O)CN2CCN(c3cccc(C)c3C)CC2)c1	-5.5%	-4.7%
CC1CCN(c2nc3c(c(=O)n(C)c(=O)n3C)n2CCSc2ncccn2)CC1	-1.5%	0.6%
CCCCC(=O)Nc1nnn(CCC)n1	6.0%	-6.1%
Cc1ccccc1OCC(=O)Nc1ccccc1C(C)C	-1.4%	0.2%
O=C(OCCN1C(=O)c2ccccc2C1=O)c1cc(S(=O)(=O)N2CCOCC2)ccc1F	-2.2%	-3.1%
COc1ccc(/C=C2/NC(=S)NC2=O)c2ccccc12	-57.8%	7.7%
NNC(=O)COc1ccc(-c2cc(-c3ccccc3)c3cc(Br)ccc3n2)cc1	-1.9%	26.7%

More entries follow:
SMILES	Hsp70 inhibitors	MKP-3 inhibition
COc1ccc(OCC(=O)Nc2ccc(C)cc2)cc1	-1.7%	-0.2%
CC(C)CNC(=O)c1cccc(NC(=O)c2ccc(F)cc2)c1	-0.6%	0.4%
CC(C)(C)n1nnnc1CN1CCN2CCCC2C1 (stereo not drawn)	3.9%	/
CN(C)C(=O)COc1ccc2cc(-c3ccccc3)c(=O)oc2c1	-3.8%	-8.6%
COCc1nnc(NC(=O)CCSc2ccccc2)s1	0.9%	/
CC(C)CNS(=O)(=O)c1ccc(S(=O)(=O)N2CCCN(Cc3ccccc3)C2)cc1	-2.4%	-10.5%
CC1=C(C(=O)Nc2cccc(Cl)c2C)C(c2ccc([N+](=O)[O-])cc2)NC(=S)N1 (stereo not drawn)	-2.6%	3.5%
Cc1ccc2nc(SCCN3CCOCC3)[nH]c2c1	-1.4%	0.4%
C=COCCNC(=O)C(=O)Nc1ccc(C)cc1	-3.4%	4.7%
CC(=O)N1c2c(cc(Br)cc2S(=O)(=O)NCc2ccc3c(c2)OCO3)CC1C (stereo not drawn)	-0.8%	-4.0%
CSc1n[nH]c(NC2=CC(=O)CCC2)n1	2.2%	-0.2%
O=C(c1cc2nc(-c3ccccc3)cc(C(F)(F)F)n2n1)N1CCCCC1	-1.1%	0.4%
O=C(Nc1nnc(Cc2ccc(Cl)cc2)s1)c1ccco1	8.0%	/
COC(=O)CN(c1ccc(C)cc1)S(C)(=O)=O	-5.8%	-0.3%
COCCN1C(=O)c2ccc3c4c(ccc(c24)C1=O)CC3	-1.6%	2.4%

5 of the compounds above, with values under each structure:
Sequence of screens – Hsp70 inhibitors | MKP-3 inhibition
CC(C)(C)n1nnnc1CN1CCN2CCCC2C1 (stereo not drawn)
→ 3.9% | /
C=COCCNC(=O)C(=O)Nc1ccc(C)cc1
→ -3.4% | 4.7%
CC1=C(C(=O)Nc2cccc(Cl)c2C)C(c2ccc([N+](=O)[O-])cc2)NC(=S)N1 (stereo not drawn)
→ -2.6% | 3.5%
COc1ccc(OCC(=O)Nc2ccc(C)cc2)cc1
→ -1.7% | -0.2%
COCc1nnc(NC(=O)CCSc2ccccc2)s1
→ 0.9% | /

The listing picks up, starting 2 compounds before the break.
SMILES	Hsp70 inhibitors	MKP-3 inhibition
COC(=O)CN(c1ccc(C)cc1)S(C)(=O)=O	-5.8%	-0.3%
COCCN1C(=O)c2ccc3c4c(ccc(c24)C1=O)CC3	-1.6%	2.4%
O=C(CCNS(=O)(=O)c1ccccc1[N+](=O)[O-])Nc1ccc(Br)cc1	3.8%	2.5%
Cn1cnnc1SCC(=O)Nc1sc2c(c1C(N)=O)CCC2	8.8%	14.2%
Cc1ccc(-n2ncc3c(NCCCN4CCCC4=O)ncnc32)c(C)c1	3.7%	-10.4%
CCOc1ccc([C@H]2[C@H](C(=O)c3ccccc3)N3c4ccccc4C=CC3C2(C#N)C#N)cc1 (stereo partly drawn)	-8.4%	1.4%
O=C(NCCc1ccccc1)C1CCCN(S(=O)(=O)c2cccc3nonc23)C1 (stereo not drawn)	/	-0.7%
FC(F)(F)c1cc(-c2ccco2)nc(NCc2ccco2)n1	-7.6%	2.3%
Cc1ccc(C(=O)CSc2nnc(CNc3nc(-c4ccccc4)cs3)n2C)cc1	3.9%	4.7%
O=C(Nc1ccc2c(c1)OCCO2)C1CCN(S(=O)(=O)c2cccs2)CC1	/	10.7%
COc1cccc(N2CCN(c3ncnc4c3[nH]c3ccc(F)cc34)CC2C)c1 (stereo not drawn)	2.1%	-5.1%
COc1ccc(S(=O)(=O)N2C3CCC2CC(NC(=O)C2CC2)C3)cc1 (stereo not drawn)	1.5%	-5.6%
CN1CCN(CCNC(=O)c2cc3c(=O)n(C)c4ccccc4c3n2C)CC1	-0.8%	0.9%
Cc1ccc2nc3c(cc(C#N)c(=N)n3CC3CCCO3)c(=O)n2c1 (stereo not drawn)	4.5%	-1.6%
O=C(Cn1cnc2c(nnn2Cc2ccc(F)cc2)c1=O)N1CCCc2ccccc21	8.4%	/
O=C(O)c1ccc(Cl)c(S(=O)(=O)N2CCCCCC2)c1	2.3%	0.4%
COc1ccc(-n2nc(C(=O)NCc3ccco3)c3c4ccccc4n(C)c3c2=O)cc1	2.8%	2.9%
C=CCOc1ccc(/C=C2\SC(=S)N(Cc3ccccc3)C2=O)cc1OC	-1.1%	1.8%
Cc1cc(C)n(CC(=O)Nc2ccccc2)n1	6.0%	/
CCCN(C(=O)c1ccccc1N)c1c(C)n(C)n(-c2ccccc2)c1=O	1.0%	-16.8%
COc1ccc(NC(=O)CSc2nc3c(c(=O)n2-c2ccc(C)cc2)SCC3)c(OC)c1	3.1%	3.4%
O=C(COc1ccccc1)NCCCn1ccnc1	6.4%	1.4%
COc1ccc(CNC(=O)C(C)OC(=O)c2cccn2C)cc1 (stereo not drawn)	-3.6%	5.3%
NC(=O)C1(c2ccccc2)CCCN1C(=O)c1ccco1 (stereo not drawn)	2.6%	-1.1%
COc1ccc(-n2c(SCC(=O)Nc3ccccc3)nc3c(c2=O)SCC3)cc1	5.2%	-6.0%
CC(=O)Oc1ccc(N(C(C)=O)S(=O)(=O)c2cccs2)c2ccccc12	6.1%	/
CN1C(=O)C(=Cc2ccccc2OCc2ccc([N+](=O)[O-])cc2)C(=O)N(C)C1=O	5.3%	3.2%
C1CCC(c2nn3c(-c4n[nH]c5c4CCC5)nnc3s2)CC1	4.0%	7.0%
CCN(CC)C(=O)c1sc(N)c(C(=O)OC(C)C)c1C	3.0%&0.7%	3.4%
O=[N+]([O-])c1cc(Cl)ccc1NCCCNS(=O)(=O)Cc1ccccc1	-0.3%	7.0%
COc1ccc(CC(=O)Nc2ccc3oc(-c4ccncc4)nc3c2)cc1OC	-0.6%	2.1%
COc1cc(-c2nnc3ccc4ccccc4n23)ccc1Oc1ccc([N+](=O)[O-])cc1	-1.7%	5.3%
CN1CCN(S(=O)(=O)c2cccc(C(=O)N(c3ccccn3)C3CCCCC3)c2)CC1	-1.2%	-1.0%
COC(=O)c1ccc(C(C2C(=O)CC(C)(C)CC2=O)C2C(=O)CC(C)(C)CC2=O)cc1	-5.6%	2.2%
Cc1noc(C)c1CSCC(=O)N1CCN(c2ccc(F)cc2)CC1	7.6%	-14.7%
CCn1c(COc2ccccc2C)nnc1SCC(=O)NCc1ccccc1	-1.8%	0.5%
Cc1cc(C)n(S(=O)(=O)/C=C/c2ccccc2)n1	4.5%	-1.1%
CCOC(=O)NC(=O)CSc1nc2ccc(OCC)cc2[nH]1	-0.5%	1.9%

Some of the compounds tested, so the mix of outcomes need not match the whole.
